# Source: PubChem BioAssay (several laboratories)
# eLon inh: inhibits E. coli Lon protease; 0.42% of 360,000 active; inhibition, % at 7.94 µM; P0A9M0; purified E. coli Lon protease, fluorescence polarization; in the data active means inhibition above about 13%, passing the limit was not always enough;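 further: 0% = enzyme with probe and DMSO and 100% = no enzyme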
# CSN inh: blocks human CSN-mediated cullin deneddylation | AID 651999 | Q92905 | 0.38% of 360,000 active | inhibition, % at 12.5 µM | Purified CSN, SCF-Nedd8-OG deneddylation, fluorescence polarization;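 active means pattern-corrected inhibition above about 35%, with an unprinted fluorescence ratio check between 0.5 and 1.5, limit read from the data, passing the limit was not always enough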;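 further: 0% = enzyme with substrate and 100% = substrate without enzyme; some results filed as inactive read as strong as hits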
#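 Test system: Human Csn5 produced in HEK293T cells | Compound: 12.5 µM single point | Times: 90 min, room temperature | Signal: Fluorescence polarization readout | Read-out basis: % inhibition of substrate cleavage by Csn5 | Controls: no-enzyme wells high, enzyme-with-substrate wells low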
# MsrA act: activators of bovine methionine sulfoxide reductase A; purified bovine MsrA, absorbance read-out; activation, % at 10.6 µM; 0.3% of 360,000 active; in the data active means activation above about 7.5%;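 further: 0% = vehicle and 100% = reference activator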
# Rpn11 block: blocks the human proteasome subunit Rpn11 | AID 588493 | 0.59% of 360,000 active | calls only at 20 µM | O00487 | human 26S proteasome, Ub4-pepOG fluorescence polarization; 20S core pre-blocked with epoxomicin;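 active means inhibition at 20 µM, scaled to each plate's controls, above about 33%, limit read from the data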
# MsrA inh: inhibits bovine methionine sulfoxide reductase A. purified bovine MsrA, absorbance read-out. inhibition, % at 15.5 µM. 0.75% of 360,000 active; in the data active means inhibition above about 4.5%;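 further: 0% = vehicle wells with enzyme and 100% = reference inhibitor wells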
# MT1-MMP act inh: MT1-MMP (human) activation inhibition. P50281. HT1080 RFP-PRO-GFP cells, GFP/RFP ratio fluorescence, overnight; percent of plate control window, DMSO zero. GFP/RFP ratio change, % at 20 µM. 0.061% of 360,000 active. AID 651647;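 active means GFP/RFP ratio change of at least 30% with cell ATP level not reduced by more than half and red fluorescence within 50% of control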; further: strong numbers were not always called active
#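 Material: RFP-PRO-GFP reporter HT1080 cells. Dosing: single-point 20 µM compound, 1% DMSO. Controls: DMSO and RFP-L50D-GFP cell wells. Timing: cells overnight before dosing, compound overnight, 37 °C, 5% CO2. Measure: GFP/RFP fluorescence ratio.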
# Rin1-Abl PPI inh: inhibitors of human Rin1-Abl protein interaction; 0.4% of 360,000 active; inhibition, % at 7.35 µM; TR-FRET Rin1/Abl binding, biochemical; in the data active means inhibition above about 5%, passing the limit was not always enough
# FAS TE block: FAS thioesterase (human) inhibition; inhibition, % at 15 µM; 0.67% of 360,000 active; AID 602261; P49327; recombinant FAS-TE, OMFH fluorogenic substrate, fluorescence endpoint;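 active means compounds whose normalised, plate-corrected inhibition of enzyme fluorescence in the single-dose primary screen is 50% or more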;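 further: 0% = DMSO with enzyme and 100% = substrate without enzyme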
# Target sequence (P49327 whole entry, looked up): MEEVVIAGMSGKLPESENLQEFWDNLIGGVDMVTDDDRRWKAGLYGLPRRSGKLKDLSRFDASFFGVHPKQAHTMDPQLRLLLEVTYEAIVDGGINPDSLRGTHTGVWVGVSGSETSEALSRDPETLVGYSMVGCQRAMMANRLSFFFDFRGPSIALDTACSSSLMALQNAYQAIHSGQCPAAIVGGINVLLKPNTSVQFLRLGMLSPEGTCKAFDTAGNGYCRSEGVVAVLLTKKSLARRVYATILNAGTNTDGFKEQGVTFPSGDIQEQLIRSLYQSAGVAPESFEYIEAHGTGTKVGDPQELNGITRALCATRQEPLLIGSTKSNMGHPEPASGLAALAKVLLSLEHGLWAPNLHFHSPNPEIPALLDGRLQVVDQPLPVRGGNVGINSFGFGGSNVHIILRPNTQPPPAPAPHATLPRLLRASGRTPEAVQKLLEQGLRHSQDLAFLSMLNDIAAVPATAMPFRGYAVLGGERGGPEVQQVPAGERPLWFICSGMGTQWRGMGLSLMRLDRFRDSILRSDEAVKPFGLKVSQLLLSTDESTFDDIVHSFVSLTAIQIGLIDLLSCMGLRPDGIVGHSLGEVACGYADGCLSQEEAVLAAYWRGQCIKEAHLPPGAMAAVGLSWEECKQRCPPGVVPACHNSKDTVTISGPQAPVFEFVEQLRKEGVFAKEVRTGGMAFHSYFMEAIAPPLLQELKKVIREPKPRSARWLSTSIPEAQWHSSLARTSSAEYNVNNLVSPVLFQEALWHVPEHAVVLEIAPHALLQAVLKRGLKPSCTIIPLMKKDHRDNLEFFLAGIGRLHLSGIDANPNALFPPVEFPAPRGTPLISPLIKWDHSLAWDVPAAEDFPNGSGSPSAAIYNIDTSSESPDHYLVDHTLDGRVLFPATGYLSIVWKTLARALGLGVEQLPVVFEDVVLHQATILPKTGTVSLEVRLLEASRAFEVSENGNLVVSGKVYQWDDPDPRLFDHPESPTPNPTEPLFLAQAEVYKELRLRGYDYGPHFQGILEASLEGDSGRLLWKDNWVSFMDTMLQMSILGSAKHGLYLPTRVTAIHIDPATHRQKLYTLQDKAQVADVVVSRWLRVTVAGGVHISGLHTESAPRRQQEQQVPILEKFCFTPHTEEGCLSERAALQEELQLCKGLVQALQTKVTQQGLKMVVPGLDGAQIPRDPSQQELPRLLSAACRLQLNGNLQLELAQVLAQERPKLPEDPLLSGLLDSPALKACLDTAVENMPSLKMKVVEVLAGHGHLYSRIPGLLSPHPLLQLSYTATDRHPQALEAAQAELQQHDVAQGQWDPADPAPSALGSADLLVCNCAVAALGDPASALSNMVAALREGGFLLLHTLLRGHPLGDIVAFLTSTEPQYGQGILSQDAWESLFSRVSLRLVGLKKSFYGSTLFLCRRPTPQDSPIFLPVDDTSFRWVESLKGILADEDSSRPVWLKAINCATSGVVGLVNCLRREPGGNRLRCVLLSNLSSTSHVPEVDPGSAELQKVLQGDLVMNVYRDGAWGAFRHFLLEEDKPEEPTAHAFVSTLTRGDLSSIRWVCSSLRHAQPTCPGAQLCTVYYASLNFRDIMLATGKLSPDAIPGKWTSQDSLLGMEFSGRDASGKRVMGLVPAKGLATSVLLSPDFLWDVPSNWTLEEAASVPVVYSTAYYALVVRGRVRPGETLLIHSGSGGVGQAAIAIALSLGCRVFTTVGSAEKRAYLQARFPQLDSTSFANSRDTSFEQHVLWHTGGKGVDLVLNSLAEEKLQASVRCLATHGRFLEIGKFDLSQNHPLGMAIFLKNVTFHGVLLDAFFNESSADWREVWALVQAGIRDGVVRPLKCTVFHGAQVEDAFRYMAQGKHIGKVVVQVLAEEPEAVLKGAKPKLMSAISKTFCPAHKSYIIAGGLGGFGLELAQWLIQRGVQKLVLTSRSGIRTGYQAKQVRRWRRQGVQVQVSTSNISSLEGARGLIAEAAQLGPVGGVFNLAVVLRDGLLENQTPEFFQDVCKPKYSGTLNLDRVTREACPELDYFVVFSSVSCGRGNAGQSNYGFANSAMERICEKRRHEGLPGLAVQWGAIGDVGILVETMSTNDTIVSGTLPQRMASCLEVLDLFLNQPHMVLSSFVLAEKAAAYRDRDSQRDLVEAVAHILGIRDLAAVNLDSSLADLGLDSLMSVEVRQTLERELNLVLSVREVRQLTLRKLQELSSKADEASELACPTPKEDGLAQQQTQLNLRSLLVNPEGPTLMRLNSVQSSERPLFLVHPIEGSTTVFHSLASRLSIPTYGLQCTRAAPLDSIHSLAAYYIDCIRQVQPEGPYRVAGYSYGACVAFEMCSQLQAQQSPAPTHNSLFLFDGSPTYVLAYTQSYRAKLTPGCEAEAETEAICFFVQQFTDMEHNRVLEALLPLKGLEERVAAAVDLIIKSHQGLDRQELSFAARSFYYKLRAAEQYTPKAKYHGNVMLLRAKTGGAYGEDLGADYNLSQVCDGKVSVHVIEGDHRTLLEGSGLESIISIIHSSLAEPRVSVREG
# PABP1 MLLE inh: blocks PAM2 peptide binding to the PABP1 MLLE domain; P11940; GST-MLLE / FITC-PAM2 fluorescence polarization; inhibition, % at 20 µM; 0.36% of 360,000 active; AID 588489; in the data active means inhibition above about 35%, passing the limit was not always enough;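 further: plate controls were DMSO wells with GST-MLLE for no effect and wells lacking GST-MLLE protein for full effect; some results filed as inactive read as strong as hits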
# Numbers without * were called inactive; i = inactive; nt = no result given; + = active, no number. Only part of the results is shown (hit frequency here may not be typical).
SMILES,eLon inh,CSN inh,MsrA act,Rpn11 block,MsrA inh,MT1-MMP act inh,Rin1-Abl PPI inh,FAS TE block,PABP1 MLLE inh
CC(=O)C1C(N2CC2)CC2C3CCC4=CC(=O)CCC4(C)C3CCC21C (centres undefined),-6,8,2,i,0.0,0,8,-10,1
COc1ccc(NC(=O)N2CCC3(CC2)OCCO3)c(OC)c1,-5,0,-4,i,1.3,0,4,-12,15
Cc1cc(C)c2c(ccc3cccc[n+]32)c1,4,-4,0,i,2.0,-1,-3,-11,9
CCOC(=O)c1c(C)n(CCOC)c2ccc(O)cc12,6,2,-6,i,-0.4,6,-3,-12,11
CCOP(=O)(OCC)/C(C#N)=C/c1ccoc1,-38,7,1,+,0.9,-11,-1,-8,-20
COc1ccc(C2NCCc3[nH]cnc32)cc1 (centres undefined),13,0,-2,i,0.9,-1,0,-3,2
Cc1ccc(P(=S)(c2ccc(C)o2)N2CCOCC2)o1,2,-1,-1,i,0.0,-6,-1,-5,10
CC12CCC3C(CCC4(O)CC(O)CCC34C=NO)C1(O)CCC2C1=COC(=O)C1 (centres undefined),0,-4,-2,i,0.1,-44,0,-3,-5
Cc1cc(C=C2C(=O)N(C)C(=S)N(C)C2=O)c(C)n1C1CCCC1,-18,9,-5,i,1.8,-32,-1,-8,-37
COc1ccc(N2CCN(CCCN)CC2)cc1,4,4,-8,i,-0.6,3,0,-6,9
CC(NC1CCCCC1)C(O)C12CC3CC(CC(C3)C1)C2 (centres undefined),3,5,-2,i,0.1,4,-1,-6,2
c1ccc2c(CN3CCCCC3)c[nH]c2c1,3,-5,-2,i,0.7,-4,1,-6,-6
COc1cc(/C=C2\C(=O)NC(=O)N(CCc3ccc(F)cc3)C2=O)ccc1O,-16,-3,-13,i,7.6*,-7,2,-2,-11
CC/C(=N\NC(=O)c1ccccc1)c1c(O)n(C2CCCCC2)c(=O)[nH]c1=O,-3,4,-2,i,1.1,-2,-1,13,-4
C=CCN1C(=O)/C(=C/c2cccs2)C(=O)NC1=S,-20,5,-6,i,0.6,35*,-1,-17,35
COc1ccc(C)cc1NC(=O)c1c(C)nn(Cc2ccccc2)c1Cl,-5,-1,-3,i,0.0,0,2,42,-1
Cc1cc(OCc2nn[nH]n2)c2c3c(c(=O)oc2c1)CCCC3,0,4,-9,i,0.2,2,0,-5,12
COc1ccc(-c2ccc3n2Cc2cnnn2-c2ccccc2-3)cc1,4,2,-3,i,1.2,-5,1,20,9
O=C(O)c1ccc([N+](=O)[O-])c([N+](=O)[O-])c1,2,2,-2,i,0.2,-1,2,14,6
CCOc1ccc(N=Cc2c(O)n(-c3ccc(C)c(C)c3)c(=O)[nH]c2=O)cc1,-6,2,-3,i,0.5,0,0,-2,4
O=c1[nH]c2ccccc2n1C1CCN(C(c2ccnc3ccccc23)c2nnnn2Cc2ccccc2)CC1 (centres undefined),7,-2,-3,i,1.2,1,4,5,2
Cc1[nH]c2c(C(F)(F)F)cccc2c1CCN,1,3,-6,i,0.7,-1,4,-4,-8
CN1C(=O)C(C2c3ccccc3C(=O)N2Cc2ccccc2)C(=O)N(C)C1=O (centres undefined),-4,-7,-3,i,0.7,-6,-1,-3,-1
O=C(CNC(=O)c1ccccc1)Nc1ccc(Br)cc1C(=O)c1ccccc1,-7,-5,1,i,0.2,0,-3,14,-5
CN1c2ccc([N+](=O)[O-])cc2CC2(C(=O)NC(=O)NC2=O)C1c1ccccc1 (centres undefined),0,-9,-10,i,0.3,4,-2,-15,7

# In a second layout: results already given
CN1C(=O)C(C2c3ccccc3C(=O)N2Cc2ccccc2)C(=O)N(C)C1=O (centres undefined)
  eLon inh: -4; CSN inh: -7; MsrA act: -3; Rpn11 block: i; MsrA inh: 0.7; MT1-MMP act inh: -6; Rin1-Abl PPI inh: -1; FAS TE block: -3; PABP1 MLLE inh: -1
O=C(CNC(=O)c1ccccc1)Nc1ccc(Br)cc1C(=O)c1ccccc1
  eLon inh: -7; CSN inh: -5; MsrA act: 1; Rpn11 block: i; MsrA inh: 0.2; MT1-MMP act inh: 0; Rin1-Abl PPI inh: -3; FAS TE block: 14; PABP1 MLLE inh: -5

# Going on with the list.
SMILES,eLon inh,CSN inh,MsrA act,Rpn11 block,MsrA inh,MT1-MMP act inh,Rin1-Abl PPI inh,FAS TE block,PABP1 MLLE inh
O=C(c1cccs1)C1CN2CCC1CC2 (centres undefined),-6,1,-3,i,2.0,3,-2,-4,-8
CCC12CN3CC(CC)(CN(C1)C3c1cccnc1)C2=O (centres undefined),-8,-1,0,i,0.2,1,8,-6,-15
Nc1ccc2c(c1)Cc1ccccc1-2,-2,-3,-12,i,-1.3,1,-1,-5,-10
CN1C(=O)C(=Cc2ccccc2OS(=O)(=O)c2ccccc2)C(=O)N(C)C1=O,-10,5,-10,i,0.5,-1,3,-9,17
Cc1ccc2nc(C)n(-c3ccc(F)cc3)c(=O)c2c1,4,-5,-12,i,0.7,-2,5,-2,1
O=[N+]([O-])c1ccc(Cl)c([N+](=O)[O-])c1,-2,1,-9,i,0.3,1,-5,4,-4
Cc1nn(Cc2ccccc2)c(C)c1C(=O)NCc1ccccc1F,12,-2,-3,i,0.9,2,5,-5,3
COc1ccc(-c2ccc3c(c2)CNCc2cnnn2-3)cc1,-3,2,-3,i,-1.2,3,4,-13,-17
CCOC(=O)C1CCN(C(C)C(=O)c2c(C)[nH]c3cc(C)ccc23)CC1 (centres undefined),-6,-1,-4,i,2.1,-2,0,-9,1
CC(=O)OC1(c2ccccc2)CCN(C)CC1(C)C (centres undefined),-7,8,-2,i,0.7,-2,2,-6,4
O=C(c1cc2c(s1)CCCCCC2)N1CCC2(CC1)OCCO2,-2,-2,-4,i,0.2,-1,-1,5,3
COc1cc2c(cc1OC)C1[C@H]3C(=CC[C@H]1OC2O)CCN3C (some centres undefined),-4,-2,-2,i,1.1,-2,-5,-4,-7
Nc1c(C(=O)NCCc2ccccc2)c2nc3ccccc3nc2n1CCN1CCOCC1,1,-2,-4,i,1.6,-4,-4,17,16
Cc1nn(-c2ccccc2)c(C)c1NC(=O)COC(=O)Cc1ccccc1,-9,-3,1,i,-0.6,2,3,-6,-3
O=P1(c2ccccc2)CC=CC1,-6,-1,-1,i,-1.2,3,1,0,-1
CC1([N+](=O)[O-])COP(=O)(NCc2cccnc2)OC1 (centres undefined),-6,0,-1,i,-0.6,-4,1,-6,-4
CCCCP(=O)(O)CCC(=O)O,7,4,2,i,0.2,-1,0,-6,8
CCCC(=O)Nc1cc(C(=O)N2CCC3(CC2)OCCO3)ccc1S(=O)(=O)c1ccc(C)cc1,-6,1,-10,i,-0.2,1,-1,-3,-9
O=C(Cc1ccccc1)OCCN1CCCCC1,3,-1,-1,i,0.5,-2,2,-2,4
CCCCNC(=O)NC(C(N)=O)P(=O)(OCC)OCC (centres undefined),-3,0,-2,i,0.8,1,-5,-4,-3
CCCCCn1c(=O)c(C(=O)Nc2ccccc2Cl)c(O)c2ccccc21,0,0,1,i,0.5,-1,0,23,-14
Cc1cc(N2C(=O)CC(N3CCC(n4c(=O)[nH]c5ccccc54)CC3)C2=O)no1 (centres undefined),3,4,-2,i,-0.3,3,1,-4,9
CN1CCN(/N=C/c2c(O)n(C)c(=O)n(C)c2=O)CC1,-2,-3,-2,i,2.1,-1,-5,-7,11
CCN1C(=O)C(=C2C=C(C)OC(C)=C2)C(=O)N(CC)C1=S,-9,1,-3,i,-1.3,-40,0,-7,-11
CC1CN(c2ccc([N+](=O)[O-])c(N3CCCCC3)c2)CCN1 (centres undefined),3,-1,-3,i,1.1,-6,-7,4,-1

# Part of the list above, bar-delimited.
smiles | eLon inh | CSN inh | MsrA act | Rpn11 block | MsrA inh | MT1-MMP act inh | Rin1-Abl PPI inh | FAS TE block | PABP1 MLLE inh
Cc1ccc2nc(C)n(-c3ccc(F)cc3)c(=O)c2c1 | 4 | -5 | -12 | i | 0.7 | -2 | 5 | -2 | 1
O=[N+]([O-])c1ccc(Cl)c([N+](=O)[O-])c1 | -2 | 1 | -9 | i | 0.3 | 1 | -5 | 4 | -4

# (further entries)
SMILES,eLon inh,CSN inh,MsrA act,Rpn11 block,MsrA inh,MT1-MMP act inh,Rin1-Abl PPI inh,FAS TE block,PABP1 MLLE inh
O=C1CC=C2C3CC4N(CCC45c4ccccc4N1C25)CC3=CCO (centres undefined),-13,-4,5,i,-0.8,1,1,-5,12
COC(=O)C1=C(c2cccc3c2S(=O)(=O)c2ccccc2-3)C[C@@H]2CC[C@H]1N2C(=O)N1CCOCC1,-10,-1,1,i,3.0,0,3,-4,-5
CCN(CC)CCN=Cc1c(O)n(CCC2=CCCCC2)c(=O)[nH]c1=O,-9,3,-5,i,0.9,1,-5,-8,-7
Cc1cccc(NC(=O)OC2CN3CCC2CC3)c1 (centres undefined),-2,-2,-2,i,0.7,3,-3,-6,-14
COc1cccc(CNCCc2c[nH]c3ccccc23)c1,-5,-3,0,i,2.9,4,0,-5,-4
CCn1nc(-c2cccs2)nc2c(=O)n(C)c(=O)nc1-2,6,63*,59*,i,nt,-15,20*,1,22
CCOC(=O)c1cncn1C(C)c1ccccc1 (centres undefined),-5,-2,-3,i,-0.4,1,1,-5,-6
ClCCOCOCCCl,9,1,-3,i,0.6,-2,-1,-2,-5
COC(=O)C1=C(c2ccc(-c3ccccc3)c(F)c2)C[C@@H]2CC[C@H]1N2C(=O)NCCOc1ccc(OC)cc1,2,-3,-2,i,1.1,-6,1,24,11
COc1ccc2c(c1)c(C(=O)C(C)N1CCCCC1)c(C)n2C (centres undefined),-10,-3,-1,i,1.8,-2,1,-6,-11
CC(=NCc1ccc2c(c1)OCO2)c1c(O)n(Cc2ccccc2)c(=O)[nH]c1=O,-5,4,-4,i,-1.0,0,1,13,-13
CCC(=O)N1N=C2C3CCN(CC3)C2C1c1ccccc1 (centres undefined),-7,-7,-5,i,1.0,8,0,-12,14
COc1ccc(C(=O)N2CCCC2=O)cc1,-5,3,-2,i,-1.6,1,4,-5,-6
Cn1cc(C(=O)N2CCOCC2)c2ccccc21,0,5,-11,i,0.1,5,4,0,-7
COC(=O)Cn1cc(/C=C2\C(=O)NC(=O)N(c3ccc(OC)cc3)C2=O)c2ccccc21,-18,0,-3,i,0.8,-14,2,-5,-5
O=P(O)(Oc1ccccc1)OC(c1ccccc1)C(F)(F)C(F)(F)F (centres undefined),-2,7,0,i,-0.7,3,5,-4,4
CCn1c(O)c(C(c2ccccn2)c2c(O)n(CC)c(=S)[nH]c2=O)c(=O)[nH]c1=S,-4,2,-2,i,0.9,0,-4,-9,26
Cc1ccccc1NC(=O)Cc1nc(COC(=O)Cc2ccccc2)cs1,-7,-7,2,i,0.1,-4,0,3,-45
CCN1CC2([N+](=O)[O-])CC=C(Cl)C([N+](=O)[O-])(C1)C2 (centres undefined),2,4,0,i,-0.7,-5,6,-4,-2
O=C(NC1CCCCC1)[C@@H]1CC=C[C@@H]2CCN(Cc3ccccc3)C(=O)[C@@H]21,-14,-1,-1,i,-0.5,0,1,-5,-4
CCOP(=O)(OCC)C(NC(=O)C(Cl)Cl)C(Cl)(Cl)Cl (centres undefined),1,-3,2,i,0.4,4,2,-3,0
Fc1cccc(CNCCc2c[nH]c3ccccc23)c1,-12,3,-1,i,0.8,2,1,-4,3
C=CCn1c(O)c(C(CC)=NCCN2CCN(C(=S)NC)CC2)c(=O)[nH]c1=O,4,3,0,i,0.0,5,1,-1,-107
Cc1cccc(-n2c(-c3ccccc3)nc3ccccc3c2=O)n1,-3,-9,-2,i,2.2,1,5,-4,-4
